Source: PubChem BioAssay
DPM-DC inhibit – S. pneumoniae DPM-DC inhibitors, primary screen, biochemical, PK/LDH-coupled NADH fluorescence; diphosphomevalonate decarboxylase (Streptococcus pneumoniae D39); purified DPM-DC; calls only at 10 µM; actives 0.49% (n = 65,000); AID 556, 2006;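 active means the 320 compounds with the highest percent inhibition in the single-dose primary screen, excluding strongly autofluorescent ones, cut at about 32% in these data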;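 further: kinetic rate of NADH fluorescence loss reporting ADP formed by the decarboxylase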
Bfl-1 displacement – Bfl-1 inhibitors, primary screen, biochemical, fluorescence polarization, FITC-Bid, mouse (AID 432). actives 0.02% (n = 64,000). displacement, % at 20 µM; hits with a dose series show IC50 in µM. Bcl-2-related protein A1 (Mus musculus). FITC-Bid BH3 peptide fluorescence polarization displacement; higher % means a stronger effect; in the data active means a potency from the dose series; inactive means the rest, 99 in 100 with displacement below about 15%; further: strong numbers were not always called active
PMK inhibit – S. pneumoniae PMK inhibitors, primary screen, biochemical, mevalonate pathway, pilot trial included. purified PMK, PK/LDH-coupled NADH absorbance 340 nm. inhibition, % at 10 µM. phosphomevalonate kinase (Streptococcus pneumoniae D39). actives 0.49% (n = 65,000);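 active means top-ranked compounds by inhibition in the single 10 µM screen, taking a fixed number of the strongest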;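 further: 0% = full reaction with DMSO carrier and 100% = background rate without enzyme reaction; no value below 0 was filed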
MK inhibit – S. pneumoniae MK inhibitors, primary screen, biochemical, PK/LDH-coupled NADH absorbance | mevalonate kinase [Streptococcus pneumoniae D39] | purified MK, PK/LDH-coupled NADH absorbance 340 nm | inhibition, % at 10 µM | actives 0.48% (n = 65,000) | AID 555, 2006;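 active means ranked among the strongest by inhibition in the single 10 µM screen, a fixed top-ranked set picked for dose follow-up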; further: no value below 0 was filed
HT1080 cytotoxicity – cytotoxicity in HT1080 fibrosarcoma cells, cell-based, fluorescence readout (AID 620). actives 0.42% (n = 87,000). HT1080 viability, fluorescence; higher % means a stronger effect. cytotoxicity, % at 10 µM, or EC50 in µM where a hit was titrated;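 further: cells exposed to compound overnight then 4 h with Alamar Blue; 0% = vehicle DMSO and 100% = killing control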
TNAP inhibition – human TNAP enzyme inhibitors, biochemical, luminescent (AID 518). inhibition, % at 20 µM, or IC50 in µM where a hit was titrated. Alkaline phosphatase, tissue-nonspecific isozyme (Homo sapiens). purified TNAP enzyme, luminescent substrate readout; higher % means a stronger effect. actives 0.09% (n = 64,000); in the data active means a potency from the dose series; inactive means the rest, 99 in 100 with inhibition below about 22%;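 further: plate controls were vehicle for no effect and reference inhibitor for full effect; many of its hits are not listed in these tables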
LYP inhibition – LYP phosphatase inhibitors, primary screen, biochemical, DiFMUP fluorescence, recombinant catalytic domain, 10 µM (AID 606) | recombinant LYP catalytic domain, DiFMUP fluorescence; higher % means a stronger effect | inhibition, % at 10 µM, or IC50 in µM where a hit was titrated | Tyrosine-protein phosphatase non-receptor type 22 (Homo sapiens) | 52,000 tested, under 10 active;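 active means IC50 under 40 µM in the dose-response test; inactive means IC50 of 40 µM or more, or never dose-tested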
HPDE-C7 viability – cytotoxicity in HPDE-C7 cells, cell-based, fluorescence, HTS (AID 430); HPDE-C7 pancreatic duct cells viability, fluorescence; higher % means a stronger effect; cytotoxicity, % at 10 µM, or EC50 in µM where a hit was titrated; actives 1.8% (n = 63,000);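 further: cells exposed to compound for 48 hours before viability readout; 0% = vehicle and 100% = reference cytotoxic drug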
HPDE-C7K KRASV12 – cytotoxicity in KRAS-transformed pancreatic duct cells, primary screen, cell-based, fluorescence, HTS (AID 431) | one-dose cytotoxicity, % at 10 µM; EC50 in µM for titrated hits | HPDE-C7K KRASV12 cells, Alamar Blue viability, 48 h; higher % means a stronger effect | actives 1.7% (n = 63,000);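 active means compounds whose percent cytotoxicity in the single-dose primary screen, scaled between solvent and toxic-drug controls, exceeds 50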;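 further: 0% = DMSO solvent wells and 100% = doxorubicin-treated wells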
PMK inhibit pilot replicates – second read-out of PMK inhibit, no call of its own (marks repeat the call); inhibition, %; measured here: pilot screen replicates
MK inhibit pilot replicates – recorded beside MK inhibit, whose call it bears; inhibition, %; measured here: pilot screen replicates
DPM-DC inhibit pilot screen % – further read-out of DPM-DC inhibit, marked with its call; inhibition, %; measured here: pilot screen trials
An asterisk follows results filed as active; i = inactive; / = no result given. Unless noted, no stated cut-off is given here; in the data, active means cytotoxicity above about 50%; inactive means the rest.

SMILES	DPM-DC inhibit	Bfl-1 displacement	PMK inhibit	MK inhibit	HT1080 cytotoxicity	TNAP inhibition	LYP inhibition	HPDE-C7 viability	HPDE-C7K KRASV12	others
CCC(Sc1ccc2nnc(-c3ccc(F)cc3)n2n1)C(=O)OC (stereo unspecified)	i	-4.3%	15.0	9.0	12.4%	18.9%	7.2%	-9.1%	-5.0%	PMK inhibit pilot replicates=8.0;MK inhibit pilot replicates=3.5;DPM-DC inhibit pilot screen %=16.0
C(=N\n1cnnc1)/c1cn(-c2cccs2)nc1-c1ccccc1	i	2.2%	0.0	5.0	-0.1%	1.4%	/	-5.7%	-4.2%
CCCCP(=O)(CCCC)Cc1ccccc1O	i	2.4%	0.0	0.0	6.8%	15.3%	1.4%	-0.6%	-5.4%	PMK inhibit pilot replicates=4.0;MK inhibit pilot replicates=0.0;DPM-DC inhibit pilot screen %=2.0
COc1ccc(Cl)cc1NC(=O)CN1C(=O)CSC1=O	i	-4.3%	2.0	6.0	28.1%	-2.6%	7.2%	-7.2%	-7.6%
CCOC(=O)N1CCN(C(=O)CSc2nnc(COc3ccccc3)o2)CC1	i	-1.8%	4.0	9.0	4.4%	16.1%	7.5%	5.2%	0.9%	PMK inhibit pilot replicates=0.0;MK inhibit pilot replicates=3.5;DPM-DC inhibit pilot screen %=0.0
C[C@H](NC(=O)Nc1cccc(C(F)(F)F)c1)C(=O)O	i	-6.2%	14.0	11.0	8.9%	9.3%	6.6%	-14.0%	-18.1%	PMK inhibit pilot replicates=1.5;MK inhibit pilot replicates=0.0;DPM-DC inhibit pilot screen %=2.5
Cc1ccc(-c2cc(C(=O)N3CCOCC3)c3ccccc3n2)cc1	/	0.9%	1.0	0.0	-8.0%	5.3%	10.5%	-8.5%	1.8%
CCCC(=O)NCCCc1nc2ccccc2n1C(C)C	i	-4.4%	0.0	5.0	-3.7%	3.1%	/	-3.0%	-1.8%
O=C(CN(Cc1ccccc1)C(=O)CCC(=O)Nc1nccs1)NCc1ccco1	i	9.9%	15.0	0.0	-28.9%	5.8%	/	-4.8%	-9.8%
Cn1c(=NC(=O)CSCC(=O)N2CCCC2)sc2ccccc21	i	-3.0%	0.0	2.0	/	0.6%	5.7%	3.1%	-4.2%
O=C(Nc1ccc(F)cc1)c1cccnc1N1CCOCC1	i	-7.0%	5.0	9.0	-3.6%	13.8%	9.7%	-1.6%	2.9%
O=C(CSc1nnc(Cc2ccccc2)n1Cc1ccco1)NC1CCCC1	i	0.2%	6.0	10.0	-4.7%	5.1%	/	-20.4%	-30.0%
CC(C)Sc1nc2c(c(=O)[nH]c(=O)n2C)n1CCc1ccccc1	i	-0.1%	0.0	5.0	-32.9%	1.5%	14.7%	4.5%	5.1%
O=C(Nc1ccccc1)N(CCc1ccncc1)C1CCCCC1	i	2.8%	19.0	2.0	-5.2%	4.2%	0.1%	-8.9%	4.7%
Cc1ccc(N(CC(=O)NCc2cccs2)S(=O)(=O)c2cccs2)cc1	i	-2.5%	18.0	0.0	7.6%	8.6%	/	-5.7%	-13.6%
COc1ccc(NC2c3ccccc3C(=O)N2Cc2ccco2)cc1OC (stereo unspecified)	i	4.3%	2.0	8.0	-6.4%	11.0%	10.2%	17.8%	13.8%
CC1(C)Oc2ccc3ccc(=O)oc3c2C(N2CCCCC2)C1O (stereo unspecified)	i	-0.3%	15.0	4.0	1.1%	13.9%	7.9%	-3.2%	7.4%	PMK inhibit pilot replicates=4.0;MK inhibit pilot replicates=4.5;DPM-DC inhibit pilot screen %=11.5
COc1ccccc1OCC(=O)Nc1nnc(-c2ccco2)s1	i	-7.7%	5.0	11.0	10.4%	10.0%	-4.7%	1.5%	11.6%
O=C(Nc1scc(-c2cccs2)c1C(=O)O)c1cccs1	i	6.7%	6.0	5.0	0.0%	-5.3%	11.9%	43.9%	38.0%
CCOC(=O)Nc1ccc(NS(=O)(=O)c2ccc(C)cc2)cc1	i	5.3%	3.0	10.0	9.4%	8.2%	9.2%	3.0%	13.7%	PMK inhibit pilot replicates=4.0;MK inhibit pilot replicates=5.0;DPM-DC inhibit pilot screen %=4.0
Cc1cc(C(=O)OCC(=O)N2CCc3ccccc32)c(C)o1	i	-5.2%	9.0	5.0	7.9%	8.3%	9.8%	-2.4%	1.3%
COCCCn1c(SCC(=O)Nc2cccc(C(=O)OC)c2)nnc1-c1ccncc1	i	0.7%	10.0	0.0	-18.9%	11.2%	-8.6%	-23.4%	-10.2%
O=S(=O)(Nc1ccncc1)c1ccccc1	i	-8.0%	5.0	8.0	-4.7%	6.3%	14.0%	-3.1%	-15.3%
Cc1noc(C)c1S(=O)(=O)N1CCC(C(=O)N2CCC(N3CCCCC3)CC2)CC1	i	4.7%	3.0	2.0	-0.3%	1.0%	10.4%	-5.0%	1.8%
CCOc1cccc(/C(O)=C2/C(=O)C(=O)N(CCN3CCOCC3)C2c2cccnc2)c1 (stereo unspecified)	i	6.0%	23.0	5.0	-11.4%	9.7%	/	-25.3%	-17.4%	PMK inhibit pilot replicates=6.5;MK inhibit pilot replicates=2.5;DPM-DC inhibit pilot screen %=3.0
(more compounds)
SMILES	DPM-DC inhibit	Bfl-1 displacement	PMK inhibit	MK inhibit	HT1080 cytotoxicity	TNAP inhibition	LYP inhibition	HPDE-C7 viability	HPDE-C7K KRASV12	others
Nc1cc(N)nc(SCC(=O)NCC2CCCO2)n1 (stereo unspecified)	i	-3.9%	8.0	9.0	-3.8%	10.2%	-8.4%	-15.4%	-13.5%
CC(=O)c1c(C)[nH]c(C(=O)Nc2ccc(C)cn2)c1C	i	-16.5%	1.0	6.0	7.5%	10.8%	18.1%	-3.0%	-2.6%
Cc1ccccc1NC(=O)CCN1CCCCCC1	i	1.3%	2.0	8.0	7.4%	10.0%	/	13.6%	1.0%
O=C1c2cccnc2C(=O)N1Cc1ccc2c(c1)OCO2	i	-4.3%	7.0	10.0	6.5%	-17.0%	14.9%	-0.1%	-15.1%
COC(=O)CCC(=O)Nc1sc(C)c(C)c1C(N)=O	i	-0.4%	9.0	4.0	3.7%	11.8%	15.3%	-6.2%	-12.1%
Cc1ccc(C2NC(=O)NC(O)(C(F)(F)F)C2C(=O)c2cccs2)o1 (stereo unspecified)	i	/	12.0	0.0	-3.2%	/	3.3%	/	/
Cc1noc(C)c1CSc1nnc2n(-c3ccccc3)c(=O)c3ccccc3n12	i	-0.5%	16.0	2.0	-4.4%	5.7%	4.4%	-15.4%	-2.5%	PMK inhibit pilot replicates=0.0;MK inhibit pilot replicates=1.5;DPM-DC inhibit pilot screen %=0.0
CC(=O)Nc1ccc(OC(=O)C(CCS(C)(=O)=O)N2C(=O)c3ccccc3C2=O)cc1 (stereo unspecified)	i	1.8%	6.0	2.0	6.0%	9.6%	-0.8%	9.2%	-3.9%
Fc1ccc(-n2c(Cc3ccccc3)nnc2SCc2nc(-c3cccs3)no2)cc1	i	4.1%	2.0	7.0	-9.8%	14.1%	-7.2%	-20.0%	4.5%	PMK inhibit pilot replicates=0.0;MK inhibit pilot replicates=0.0;DPM-DC inhibit pilot screen %=4.5
Cc1ccc(Cl)cc1N1CCN(S(=O)(=O)c2cccc(S(=O)(=O)N3CCCC3)c2)CC1	i	-1.6%	0.0	4.0	-2.3%	6.9%	2.2%	-9.3%	0.2%
CCSC1=C(C#N)C(=O)n2c1cc1c2CCCC1	i	5.9%	6.0	9.0	-2.6%	15.2%	-2.2%	13.6µM*	15.4µM*
CC(C)CC(c1nnnn1CC1CCCO1)N1CCN(Cc2ccc3c(c2)OCO3)CC1 (stereo unspecified)	i	-5.3%	11.0	15.0	-7.4%	14.7%	-7.1%	-14.7%	-6.3%	PMK inhibit pilot replicates=2.5;MK inhibit pilot replicates=0.0;DPM-DC inhibit pilot screen %=0.0
COC(=O)c1ccc(/C=N\n2c(C)nnc2C)cc1	i	-0.4%	15.0	7.0	-10.4%	10.2%	-4.7%	-15.5%	-12.5%
CCCn1c(N)c(C(c2ccc(C(=O)OC)cc2)N2CCN(c3ccccc3)CC2)c(=O)[nH]c1=O (stereo unspecified)	i	/	11.0	7.0	-9.7%	/	/	/	/
CC(C)Nc1nc(C#N)nc(NC(C)C)n1	i	0.2%	3.0	7.0	2.6%	3.6%	/	6.7%	0.4%
COc1ccccc1NC(=O)Cn1cnc2c(cnn2-c2ccccc2)c1=O	i	-7.5%	7.0	0.0	28.1%	4.5%	/	-17.6%	-15.0%
CCOC(=O)c1c(CN2CCN(C)CC2)oc2ccc(O)cc12	i	-3.6%	11.0	8.0	9.2%	3.8%	4.0%	-2.7%	4.0%
COc1ccccc1NC(=O)NCCN1C(=O)C2C3C=CC(C3)C2C1=O (stereo unspecified)	i	-9.3%	7.0	0.0	-0.2%	5.4%	10.9%	-25.6%	-7.2%
COC(=O)c1sc2nc3c(cc2c1N)COC(C)(C)C3	i	-7.1%	0.0	25.0	/	9.3%	2.9%	-6.3%	6.3%
COc1cccc(C(=O)N(Cc2nc(-c3ccc(C)cc3)no2)C(C)C)c1	i	1.6%	0.0	14.0	4.9%	13.5%	5.0%	-1.0%	4.0%
COc1cc(S(=O)(=O)N2CCCCCC2)c(OC)cc1Br	i	1.9%	0.0	4.0	-14.2%	8.3%	/	4.3%	1.4%
CC1Cc2cc(/C(O)=C3\C(=O)C(=O)N(CCN(C)C)C3c3ccccc3F)ccc2O1 (stereo unspecified)	i	-2.4%	4.0	10.0	1.7%	5.6%	-9.5%	5.0%	5.6%
CCOC(=O)N1CCN(S(=O)(=O)c2cc(Br)cnc2N)CC1	i	-8.4%	14.0	0.0	2.5%	-5.8%	3.4%	-4.3%	4.5%
Cc1cc(C(=O)Nc2ccc(S(=O)(=O)Nc3nccs3)cc2)c(C)o1	i	9.1%	8.0	18.0	0.0%	8.1%	0.4%	-11.0%	-10.6%
CCc1ccc(-c2nc(CN3CCC(C(=O)NCc4ccccc4OC)CC3)c(C)o2)cc1	i	-2.4%	8.0	2.0	-0.6%	-26.3%	1.6%	35.3%	14.6%

Some of these compounds in order of length of the SMILES, descending:
SMILES	DPM-DC inhibit	Bfl-1 displacement	PMK inhibit	MK inhibit	HT1080 cytotoxicity	TNAP inhibition	LYP inhibition	HPDE-C7 viability	HPDE-C7K KRASV12	others
CC(=O)Nc1ccc(OC(=O)C(CCS(C)(=O)=O)N2C(=O)c3ccccc3C2=O)cc1 (stereo unspecified)	i	1.8%	6.0	2.0	6.0%	9.6%	-0.8%	9.2%	-3.9%
O=C1c2cccnc2C(=O)N1Cc1ccc2c(c1)OCO2	i	-4.3%	7.0	10.0	6.5%	-17.0%	14.9%	-0.1%	-15.1%
Nc1cc(N)nc(SCC(=O)NCC2CCCO2)n1 (stereo unspecified)	i	-3.9%	8.0	9.0	-3.8%	10.2%	-8.4%	-15.4%	-13.5%
